Screening results (PubChem)
TRHR agonist: qHTS for Small Molecule Agonists and Allosteric Enhancers of Human TRH Receptor: Primary Screen for Agonists; TRHR cells, calcium flux fluo-8, FDSS agonist mode; activation, % at 2 µM; hit rate 0.18% among 360,000; AID 493084, 2011; in the data active = activation above about 30%; note: 0% is about no effect
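In this calcium-flux screen, cells bearing human TRHR are dye-loaded with fluo-8, baselined for 10 cycles, then exposed to library compounds; positive kinetic calcium responses during the agonist phase mark hits, with TRH as control.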
D2 antag: HTS Assay for Allosteric Antagonists of the Human D2 Dopamine Receptor: Primary Screen for Antagonists; HEK293 TREx D2 cells, calcium flux, dopamine EC80; hit rate 2% among 340,000; D(2) dopamine receptor (Homo sapiens), P14416; inhibition, % at 10 µM; in the data active = inhibition above about 30%; note: 0% is about no effect
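Cells plated overnight at 30 C with tetracycline; no-wash calcium dye, 30–90 min RT; 10 s baseline; compound pinned; 180 s read; EC80 dopamine added; another 180 s read.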
D2 ag: HTS Assay for Allosteric Agonists of the Human D2 Dopamine Receptor: Primary Screen for Agonists; hit rate 0.53% among 340,000; activation, % at 2 µM; D(2) dopamine receptor (Homo sapiens), P14416; HEK293 T-REx D2 cells, calcium flux agonist mode;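 active = activation over 3 SD above normal in the single-dose calcium agonist read, cut at about 30% in these data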; note: 0% is about no effect
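In this primary screen, compounds producing a positive calcium signal within 180 s of addition to tetracycline-induced, force-coupled HEK293 Trex D2 cells are flagged; cells are dye-loaded with a no-wash calcium kit beforehand.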
TrxR1 inh: qHTS Assay for Inhibitors of Mammalian Selenoprotein Thioredoxin Reductase 1 (TrxR1): qHTS; recombinant rTrxR1, NADPH fluorescence consumption, selenite substrate; hit rate 1% among 390,000; AID 588453, 2011; Thioredoxin reductase 1, cytoplasmic (Rattus norvegicus), O89049; Potency, µM (titrated, usually from 114 µM), without a hit: at the highest dose activity change, negative = inhibition, hits mostly inhibitors; note: potency is the fitted concentration of half-maximal effect; % is set by controls: 0 for no effect and ±100 for the full control effect; nearly all actives have a fitted effect of over 65% in size
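Rat TrxR1 (90 nM in the dispensed reagent) was pre-reduced with 400 uM NADPH for 5 min at room temperature, then incubated with compound for 15 min. After 400 uM selenite was added, NADPH fluorescence (Ex 340/Em 450 nm) was followed for 8 min.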
TrxR1 substrate: qHTS Assay for Substrates of Mammalian Selenoprotein Thioredoxin Reductase 1 (TrxR1): qHTS. Thioredoxin reductase 1, cytoplasmic (Rattus norvegicus), O89049. purified TrxR1 substrate turnover, NADPH consumption readout. Potency, µM (titrated, usually from 114 µM), inactives show top-dose activity change, negative = substrate turnover. hit rate 0.01% among 390,000. AID 588456, 2011; note: potency is the fitted concentration of half-maximal effect; % is set by controls: 0 for no effect and ±100 for the full control effect; nearly all actives have a fitted effect of over 50% in size
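Rat TrxR1, dispensed at 90 nM, was prereduced with 400 uM NADPH (final) for 5 min at ~22 deg C, then incubated with compound 15 min before 400 uM selenite. A first-read NADPH fluorescence drop versus no-compound background flagged substrates.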
TRHR PAM: qHTS for Small Molecule Agonists and Allosteric Enhancers of Human TRH Receptor: Primary Screen for Enhancers; hit rate 0.66% among 360,000; Thyrotropin-releasing hormone receptor (Homo sapiens), P34981; TRHR cells, fluo-8 calcium fluorescence, EC20 TRH enhancement; enhancement, % at 2 µM; in the data active = enhancement above about 30%; note: 0% is about no effect
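Enhancer read-out: after compound pinning and an initial kinetic agonist-mode read, an EC20 of TRH (10 nM final) was injected and fluo-8 calcium signal (Ex 480/Em 530) followed at 1 s/cycle for 100 cycles in TRHR-expressing cells.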
Pin1 inh: qHTS Assay to Find Inhibitors of Pin1; Peptidyl-prolyl cis-trans isomerase NIMA-interacting 1 (Homo sapiens), Q13526; Pin1 FP peptide displacement, HiFluor488, 10 min; Potency, µM (highest dose often 115 µM), without a hit: at the top dose activity, negative = inhibition, most hits filed as inhibitors; hit rate 0.009% among 390,000; AID 504891, 2011; active = well fitted inhibition curve with a large enough effect in the polarisation, with a control signal flat, not every such curve was filed as active; inconclusive = small, poorly fitted or top-dose-only effect, or effect the other way, or a change in a side signal; inactive = no such curve, though single readings can be large or run the other way; the % refers to the polarisation; note: potency is the fitted concentration of half-maximal effect; % is set by controls: 0 for no effect and ±100 for the full control effect
Target sequence (Q13526 whole entry, looked up): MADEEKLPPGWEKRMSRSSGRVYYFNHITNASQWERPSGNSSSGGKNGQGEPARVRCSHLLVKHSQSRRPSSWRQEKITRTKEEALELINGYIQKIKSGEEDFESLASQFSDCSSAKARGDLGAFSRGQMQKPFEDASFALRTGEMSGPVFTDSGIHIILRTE
IDH1 R132H inh: qHTS for Inhibitors of mutant isocitrate dehydrogenase 1 (IDH1): qHTS; Isocitrate dehydrogenase [NADP] cytoplasmic (Homo sapiens), O75874; IDH1-R132H enzyme, NADPH consumption, diaphorase/resazurin fluorescence; Potency, µM (top dose mostly 76.6 µM), inactives show at the highest dose activity change, negative = inhibition, usual class: inhibitors; hit rate 0.093% among 390,000; AID 602179, 2012; note: potency is the fitted concentration of half-maximal effect; % is set by controls: 0 for no effect and ±100 for the full control effect; nearly all actives have a fitted effect of over 65% in size
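IDH1-R132H (0.5 ug/mL) preincubated 30 min with compound, then NADPH (0.016 mM) and alpha-KG (2 mM) added; 80 min at RT, pH 7.5. Remaining NADPH coupled via diaphorase/resazurin to fluorescence (540/590 nm); concentration-response curves normalized to no-enzyme control.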
USP1-UAF1 inh: Inhibitors of USP1/UAF1: Primary Screen; Ubiquitin carboxyl-terminal hydrolase 1 (Homo sapiens), O94782; recombinant USP1/UAF1, Ub-Rhodamine cleavage fluorescence; Potency, µM (titrated, usually from 57.1 µM), inactives show at the top dose activity change, negative = inhibition, actives largely listed as inhibitors; hit rate 0.23% among 390,000; AID 743255, 2014; note: potency is the fitted concentration of half-maximal effect; % is set by controls: 0 for no effect and ±100 for the full control effect; nearly all actives have a fitted effect of over 60% in size; inactives centre near -12
Target sequence (O94782 whole entry, looked up): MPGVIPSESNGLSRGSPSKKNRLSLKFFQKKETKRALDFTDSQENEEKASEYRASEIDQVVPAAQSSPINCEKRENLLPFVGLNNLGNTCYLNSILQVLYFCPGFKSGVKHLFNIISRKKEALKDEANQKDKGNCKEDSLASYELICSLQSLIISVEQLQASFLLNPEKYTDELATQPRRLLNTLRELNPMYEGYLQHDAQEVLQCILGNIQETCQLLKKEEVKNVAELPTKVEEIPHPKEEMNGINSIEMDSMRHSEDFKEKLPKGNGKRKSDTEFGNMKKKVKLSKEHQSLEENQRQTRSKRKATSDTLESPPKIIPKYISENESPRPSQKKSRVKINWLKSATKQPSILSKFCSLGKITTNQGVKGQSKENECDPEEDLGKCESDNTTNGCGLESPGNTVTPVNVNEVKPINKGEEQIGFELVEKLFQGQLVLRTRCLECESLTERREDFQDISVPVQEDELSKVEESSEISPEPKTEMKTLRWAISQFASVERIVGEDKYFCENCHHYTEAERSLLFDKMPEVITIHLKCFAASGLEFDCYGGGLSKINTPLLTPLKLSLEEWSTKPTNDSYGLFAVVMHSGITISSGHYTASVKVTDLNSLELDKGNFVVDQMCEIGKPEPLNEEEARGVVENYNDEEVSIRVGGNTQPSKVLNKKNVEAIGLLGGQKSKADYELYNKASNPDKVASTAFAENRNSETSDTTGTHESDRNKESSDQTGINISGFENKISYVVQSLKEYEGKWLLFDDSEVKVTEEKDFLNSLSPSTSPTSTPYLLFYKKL
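In this screen, compounds sit with the deubiquitinase complex (1nM) for 15 min at room temperature before Ub-Rho is added at 150nM final. Fluorescence rise is then followed for 6 reads every 60 seconds.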
An asterisk follows results filed as active; ? = inconclusive; / = no result given; [ ] = another dose, or the depositor's remark. Unless noted, calls come from the whole dose curve; as a rule, active = well fitted inhibition curve with a large enough effect; inconclusive = small, poorly fitted or top-dose-only effect; inactive = no such curve, though single readings can be large or run the other way.

SMILES	TRHR agonist	D2 antag	D2 ag	TrxR1 inh	TrxR1 substrate	TRHR PAM	Pin1 inh	IDH1 R132H inh	USP1-UAF1 inh
COc1cccc(NC(=O)N2CCN(S(C)(=O)=O)CC2)c1	0.6	4	0.7	31%[57.1 µM]	2%[57.1 µM]	3	26%	2%	-3%
CC(C)(C)OC(=O)CNC(=O)c1nc[nH]c1C(=O)NCc1ccc(CNC(=O)OC(C)(C)C)cc1	-1.1	7	0.2	-4%	-17%	-6	-3%	3%	10%
Cc1ccc(COc2ccsc2C(=O)NNC(N)=S)cc1	-0.3	-12	0.8	13%[57.1 µM]	-2%[57.1 µM]	-2	-2%	7%	-27%
CC(=O)Nc1cc(-c2nn3c(C)nnc3s2)ccc1C	-0.3	5	0.9	-6%[57.1 µM]	10%	-1	-2%	4%	-18%
NNc1nc2cc3c(cc2s1)OCCO3	1.2	7	0.2	26%	0%	7	-3%	-3%	-21%
COC(=O)CSC(C(=O)Nc1ccc(C)c(C)c1)c1ccccc1 (configuration not stated)	-0.3	-8	-0.2	-23%	-11%	3	11%	8%	-23%
CC(=O)N(c1ccccc1)c1nnc(-c2cnc(C)cn2)s1	0.3	6	1.8	4%[57.1 µM]	5%[57.1 µM]	-1	-3%	-3%	-6%
Cc1ccc(C(=O)NC(=S)Nc2nc(-c3cccc([N+](=O)[O-])c3)cs2)c(Cl)c1	-0.1	-6	-0.1	17%	-1%	3	-2%	-13%	-13%
CCCNC(=O)CCCN1C(=O)CCn2nc(-c3cccn3C)cc21	0.4	/	-0.7	45%[57.1 µM]	12%[57.1 µM]	6	-9%	-2%	?
Cc1cccc(NC(=O)C(Cc2ccccc2)n2cccc2)c1 (configuration not stated)	0.6	-4	-0.1	-2%	-7%	-2	0%	7%	-21%
Cc1ccc(-n2ncc(C(=O)N3CCN(C(=O)c4ccco4)CC3)c2C2CCN(C(=O)OC(C)(C)C)CC2)cc1C	-0.1	-2	0.2	28µM*	-8%	-3	5%	-1%	-5%
Cc1nc(NC(=O)C23CC4CC(CC(C4)C2)C3)sc1Cc1ccc2c(c1)OCO2	0.1	6	0.0	-8%	-12%	0	17%	1%	-7%
Cc1nnc(N/N=C/c2c[nH]c3ccccc23)[nH]c1=O	-0.3	-1	-1.2	-28%	-19%	7	-8%	-11%	-9%
O=C(c1ccc2c(c1)OCCO2)N(c1ccccn1)C1CCCCC1	-0.5	-8	-0.4	19%[57.1 µM]	11%[57.1 µM]	2	1%	7%	-7%
Cc1ccc(S(=O)(=O)Nc2cc(C)on2)cc1	-1.3	13	0.6	22%	7%	-6	-14%	-6%	?
CNC(=S)NNC(=O)c1cccs1	-0.1	0	0.2	30%[57.1 µM]	-12%[57.1 µM]	4	0%	9%	-12%
CCc1cccc(C)c1NC(=O)c1cc(S(=O)(=O)N2CCC3(CC2)OCCO3)ccc1F	0.2	/	0.5	5%[57.1 µM]	1%[57.1 µM]	-3	9%	19%	-22%
CCCCCCCc1nc2c(=O)n(C)c3ccccc3c2o1	0.0	-5	-0.8	7%	6%	7	0%	2%	-23%
COc1ccc2oc(=O)cc(C)c2c1	0.5	-5	-1.4	-1%	38%[activator]	3	-7%	0%	0%
CCc1nc2sc(C(=O)O)c(N)c2c2c1CCCC2	0.2	-4	0.2	24%	13%	-5	-1%	8%	-16%
Cn1c(N)c(C(=O)COC(=O)Cc2ccccc2F)c(=O)n(C)c1=O	/	/	/	11%[57.1 µM]	6%[57.1 µM]	/	1%	1%	-11%
CCOc1ccc2nc(N3CCN(C(=O)c4ccc5c(c4)CCCC5)CC3)sc2c1	-0.3	/	0.8	20%[57.1 µM]	-1%[57.1 µM]	-2	-11%	-23%	-32%
Cc1nc2c(Cl)cccc2c2c1CC(CBr)O2 (configuration not stated)	-0.6	-15	-0.4	4%	2%	-6	0%	7%	-22%
Cc1[nH]n(-c2ccccc2)c(=O)c1/C=N/n1c(C)nc2ccccc2c1=O	-0.7	23	-1.2	1%	-8%	12	-2%	0%	-5%
O=C(NCc1ccco1)c1sc2cc(F)ccc2c1Cl	-0.3	-7	-0.3	14%	4%	3	-3%	4%	-13%

Next part, starting with the last 3 of the part before.
SMILES	TRHR agonist	D2 antag	D2 ag	TrxR1 inh	TrxR1 substrate	TRHR PAM	Pin1 inh	IDH1 R132H inh	USP1-UAF1 inh
Cc1nc2c(Cl)cccc2c2c1CC(CBr)O2 (configuration not stated)	-0.6	-15	-0.4	4%	2%	-6	0%	7%	-22%
Cc1[nH]n(-c2ccccc2)c(=O)c1/C=N/n1c(C)nc2ccccc2c1=O	-0.7	23	-1.2	1%	-8%	12	-2%	0%	-5%
O=C(NCc1ccco1)c1sc2cc(F)ccc2c1Cl	-0.3	-7	-0.3	14%	4%	3	-3%	4%	-13%
O=C1C2C3CCCC3=C3CCCC3C2C(=O)N1c1ccccc1Cl (configuration not stated)	3.3	/	/	?	-5%	-5	?	/	/
CCC(CC)C(=O)Nc1cc(C(=O)OC)cc(C(=O)OC)c1	-0.1	-18	-1.0	-9%	-10%	5	-2%	0%	-9%
CC1CCc2c(sc3nc(-c4cc5cc(Br)ccc5oc4=O)[nH]c(=O)c23)C1 (configuration not stated)	-0.1	/	0.1	54%[11.4 µM]	11%	1	0%	10%	13%
O=C(COc1ccc2c3c(c(=O)oc2c1)CCC3)NCC1CCC(C(=O)O)CC1 (configuration not stated)	0.4	/	/	18%	-8%	0	-6%	-5%	-13%
CC1(OC(=O)C2CCCC2)C(=O)C=C2C=C(c3ccsc3)N(C(CO)CO)C=C2C1=O (configuration not stated)	-0.1	-38	0.4	0%[57.1 µM]	1%[57.1 µM]	-2	-13%	4%	-23%
O=C(Nc1ccc([N+](=O)[O-])cc1)N1CCCCCC1	1.0	-13	-0.6	9%	-3%	6	-8%	-1%	-27%
O=C(NC1CCCCCC1)c1cc(=O)[nH]c2ccc(S(=O)(=O)N3CCOCC3)cc12	0.0	5	6.4	25%[57.1 µM]	-4%[57.1 µM]	-1	3%	1%	-14%
COCCCNC(=O)CSC1=Nc2ccccc2C2=NC(CC(=O)NCc3ccccc3)C(=O)N12 (configuration not stated)	-0.7	6	-2.0	-20%	27%	-5	0%	-2%	-3%
Cc1nnnn1/C(=C\c1ccccc1)C(=O)OCC(=O)N(C)C1CCS(=O)(=O)C1 (configuration not stated)	0.4	-7	0.6	4%[57.1 µM]	4%[57.1 µM]	0	-1%	2%	-3%
COc1ccc(CNC(=O)c2c(-c3c(F)cccc3Cl)noc2C)cc1	0.0	-4	0.5	15%	6%[57.1 µM]	-2	1%	3%	-20%
O=C(Nc1ccc(Cl)cc1)c1cc(S(=O)(=O)N2CCc3ccccc32)ccc1F	1.7	/	0.2	-1%[57.1 µM]	-10%[57.1 µM]	6	7%	-14%	?
Nc1ccnn1-c1ccccc1	1.4	-12	-1.1	16%[57.1 µM]	1%[57.1 µM]	9	-4%	-5%	-9%
CC1(C)Cc2[nH]c(=O)c(C#N)cc2CS1	0.7	/	/	-12%	5%	0	-1%	2%	-14%
CN(CCc1ccccc1)C(=O)c1cccc(NC(=O)Cc2cccc(NC(=O)C3CCN(C(=O)C4CC4)CC3)c2)c1	/	/	/	14%	0%	/	0%	1%[38.3 µM]	-16%
O=C(O)c1ccc(S(=O)(=O)N(Cc2ccccc2)Cc2ccccc2)cc1	0.4	-15	0.3	12%	-1%	-2	-9%	-13%	-7%
COc1ccc(NC(=O)c2ccccc2SC)c(OC)c1	-0.5	10	-0.2	0%	-11%	2	6%	-4%	-15%
COc1ccc(NC(=O)c2cccc(N3C(=O)C4C5C=CC(C5)C4C3=O)c2)cc1Cl (configuration not stated)	-0.1	13	1.0	9%	-2%	6	1%	1%	-5%
CC(C)c1csc(CN2CCN(Cc3ccccc3)C(CCO)C2)n1 (configuration not stated)	0.5	-23	-0.1	3%	2%	3	-7%	-3%	-21%
C=CCn1c(SCC(=O)NC2CCS(=O)(=O)C2)nnc1-c1ccncc1 (configuration not stated)	-4.2	14	-0.1	9%[57.1 µM]	11%[57.1 µM]	-2	-2%	3%	-11%

Already shown: 4 of the compounds above.
SMILES	TRHR agonist	D2 antag	D2 ag	TrxR1 inh	TrxR1 substrate	TRHR PAM	Pin1 inh	IDH1 R132H inh	USP1-UAF1 inh
COc1ccc(NC(=O)c2ccccc2SC)c(OC)c1	-0.5	10	-0.2	0%	-11%	2	6%	-4%	-15%
COc1ccc(NC(=O)c2cccc(N3C(=O)C4C5C=CC(C5)C4C3=O)c2)cc1Cl (configuration not stated)	-0.1	13	1.0	9%	-2%	6	1%	1%	-5%
CC(C)c1csc(CN2CCN(Cc3ccccc3)C(CCO)C2)n1 (configuration not stated)	0.5	-23	-0.1	3%	2%	3	-7%	-3%	-21%
C=CCn1c(SCC(=O)NC2CCS(=O)(=O)C2)nnc1-c1ccncc1 (configuration not stated)	-4.2	14	-0.1	9%[57.1 µM]	11%[57.1 µM]	-2	-2%	3%	-11%

Some of the compounds tested. The share of hits here may be higher or lower than overall.
